WRN helicase inh: qHTS for Inhibitors of WRN Helicase. AID 651768, 2012. WRN helicase unwinding, fluorescent forked duplex, kinetic. 360,000 compounds, 0.46% hits. Potency, µM (top dose mostly 114 µM), for the others: at the highest dose activity change, negative = inhibition, hits mostly inhibitors. Bifunctional 3'-5' exonuclease/ATP-dependent helicase WRN (Homo sapiens), Q14191; also: potency is read from the fitted curve at half-maximal effect; % is scaled to controls: 0 for no effect and ±100 for the full control effect; nearly all actives have a fitted effect of over 55% in size
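WRN at 20 nM final preincubated with compound 15 min at room temperature; reaction started with 100 nM fluorophore/quencher forked duplex oligonucleotide and 2 mM ATP final. Unwinding followed kinetically by red fluorescence (ex 525, em 598 nm).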
EPAC1 agonist: qHTS for Agonist of cAMP-regulated guanine nucleotide exchange factor 3 (EPAC1): primary screen; Rap guanine nucleotide exchange factor 3 (Homo sapiens), O95398; EPAC1 agonist qHTS, biochemical assay; response scale: 100% = response to 6.5 mM cAMP; Potency, µM (series often up to 154 µM), inactives show top-dose activation, hits mostly activators; 360,000 compounds, 0.073% hits; also: potency is read from the fitted curve at half-maximal effect; nearly all actives have a fitted effect of over 60% in size
Target sequence (O95398 whole entry, looked up): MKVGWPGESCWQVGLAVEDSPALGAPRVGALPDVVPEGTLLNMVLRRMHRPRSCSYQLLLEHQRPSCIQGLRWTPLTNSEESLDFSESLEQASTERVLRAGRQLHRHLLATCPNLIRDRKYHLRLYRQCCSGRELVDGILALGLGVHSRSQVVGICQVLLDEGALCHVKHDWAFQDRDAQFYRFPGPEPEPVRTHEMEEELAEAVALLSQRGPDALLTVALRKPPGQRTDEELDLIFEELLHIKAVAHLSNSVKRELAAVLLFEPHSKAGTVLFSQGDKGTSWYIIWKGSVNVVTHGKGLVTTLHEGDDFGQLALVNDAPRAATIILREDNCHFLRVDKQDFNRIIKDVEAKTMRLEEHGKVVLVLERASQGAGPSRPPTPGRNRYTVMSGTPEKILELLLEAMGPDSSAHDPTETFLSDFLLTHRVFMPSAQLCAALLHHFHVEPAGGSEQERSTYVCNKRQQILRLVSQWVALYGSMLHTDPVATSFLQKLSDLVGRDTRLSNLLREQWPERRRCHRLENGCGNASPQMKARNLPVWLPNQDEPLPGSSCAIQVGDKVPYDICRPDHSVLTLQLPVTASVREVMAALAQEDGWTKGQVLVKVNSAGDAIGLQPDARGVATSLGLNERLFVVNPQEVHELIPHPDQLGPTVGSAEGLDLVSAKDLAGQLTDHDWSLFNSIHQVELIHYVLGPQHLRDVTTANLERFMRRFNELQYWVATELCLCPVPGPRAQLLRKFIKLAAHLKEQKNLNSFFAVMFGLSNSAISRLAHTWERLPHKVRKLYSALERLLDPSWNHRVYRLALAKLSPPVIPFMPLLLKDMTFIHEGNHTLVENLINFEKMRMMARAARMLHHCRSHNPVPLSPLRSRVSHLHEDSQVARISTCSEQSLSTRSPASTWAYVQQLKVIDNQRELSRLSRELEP
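EPAC1 100 nM, Rap1B–BODIPY-GDP 250 nM, unlabeled GDP 50 uM; compound titration; 5 min RT; kinetic read ex480/em540 at 5-min intervals ×30 min; data normalized to 6.5 mM cAMP agonist control.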
CCT modulator: High-Throughput Screening for Modulators of Cytosolic Chaperonin Activity; activity change, % (concentration not given with the values), hits read low; AID 651819, 2012; 360,000 compounds, 0.3% hits; purified chaperonin ATPase assay, HTRF ADP detection, 30 min; in the data active = activity change below about -30%; also: % is scaled to controls: 0 for no effect and ±100 for the full control effect
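Nucleotide hydrolysis assay: TRiC at 20–40 nM final (set by batch activity) with 10 uM ATP, 30 min at 37 °C, in presence of 76 uM compound. Detection by competitive ADP HTRF, 30 min ambient.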
MmCpn inh: Inhibitors of TCP-1 ring complex (TRiC) of Methanococcus maripaludis (MmCpn): qHTS. Chaperonin Mm-Cpn (Methanococcus maripaludis). purified Mm-Cpn ATPase, ADP Transcreener TR-FRET. Potency, µM (titrated, usually from 76.9 µM), for the others: at the highest dose activity, negative = inhibition, usual class: inhibitors. 330,000 compounds, 0.031% hits; also: potency is read from the fitted curve at half-maximal effect; % is scaled to controls: 0 for no effect and ±100 for the full control effect; nearly all actives have a fitted effect of over 80% in size
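Reaction buffer contained 30 mM Tris pH 7.4, 100 mM KCl, 5 mM MgCl2 and 1 mM DTT. Mm-CPN (25 nM final) hydrolysed 10 uM ATP over 30 min at 37°C; ADP was read by HTRF.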
EPAC2 antagonist: qHTS for Antagonist of cAMP-regulated guanine nucleotide exchange factor 2 (EPAC2): primary screen | 360,000 compounds, 0.18% hits | EPAC2 GEF exchange of Rap1B-BODIPY-GDP, fluorescence | AID 720708, 2013 | Potency, µM (highest dose often 114 µM), for inactives: at the top dose activity, negative = inhibition, most hits filed as inhibitors; also: potency is read from the fitted curve at half-maximal effect; % is scaled to controls: 0 for no effect and ±100 for the full control effect; nearly all actives have a fitted effect of over 45% in size; many of its hits are not listed in these tables
EPAC1 antag: qHTS for Antagonist of cAMP-regulated guanine nucleotide exchange factor 3 (EPAC1): primary screen. Rap guanine nucleotide exchange factor 3 (Homo sapiens), O95398. Potency, µM (series often up to 115 µM), for inactives: at the top dose activity change, negative = inhibition, usual class: inhibitors. EPAC1 GEF assay, Rap1b-BODIPY-GDP exchange fluorescence. 360,000 compounds, 0.14% hits;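 also: potency is read from the fitted curve at half-maximal effect; plate controls were vehicle for no effect and positive control for full effect; nearly all actives have a fitted effect of over 50% in size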
PLK1 PBD inh: qHTS for Inhibitors of PLK1-PDB (polo-like kinase 1 - polo-box domain): Primary Screen | Serine/threonine-protein kinase PLK1 (Homo sapiens), P53350 | Plk1 PBD binding of FITC phosphopeptide, fluorescence polarization | Potency, µM, without a hit: max response, negative = inhibition, hits mostly inhibitors | 360,000 compounds, 2.8% hits; also: potency is read from the fitted curve at half-maximal effect; series mostly up to about 57 µM; % is scaled to controls: 0 for no effect and ±100 for the full control effect; nearly all actives have a fitted effect of over 65% in size
PI5P4K alpha inh: qHTS for Inhibitors of phosphatidylinositol 5-phosphate 4-kinase (PI5P4K); PI5P4Kalpha enzyme, ADP-Glo luminescence, 60 min; active compounds read low; max response, %; 330,000 compounds, 1.2% hits; active = max response of -50% or lower; inconclusive = between -30% and -50%; inactive = -30% or higher; also: value at the top dose of about 77 µM; % is scaled to controls: 0 for no effect and ±100 for the full control effect
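PI5P4Kalpha ADP-Glo assay; 5 microM ATP final; 60 min RT reaction; HEPES pH 7.4/EGTA/CHAPS, 5% DMSO; controls lacking substrate or enzyme; luminescent end-point.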
Starred values were filed as active, the others as inactive; ? = inconclusive; / = not tested or not shown; [ ] = dose if it differs, or a comment. Unless noted, calls follow the shape of the dose curve; as a rule, active = well fitted curve in the direction sought with a large enough effect; inconclusive = small, poorly fitted or top-dose-only effect, or another doubt; inactive = no such curve, though single readings can be large; an effect the other way counts as inactive or inconclusive. Some of the compounds tested; rates above refer to the full screens.

SMILES	WRN helicase inh	EPAC1 agonist	CCT modulator	MmCpn inh	EPAC2 antagonist	EPAC1 antag	PLK1 PBD inh	PI5P4K alpha inh
COc1ccc(C(=O)NCC(=O)OCC(=O)Nc2cc(OC)ccc2OC)cc1	-8%	0%	2.3	-2%	18%	20%	-7%	/
Cc1cccc(CSc2nc3nc(C)cc(C)n3n2)c1	-6%	5%	-0.8	2%	-6%	1%	?	-1
COc1ccccc1N1CCN(Cc2ccc(OC)c3ccccc23)CC1	-2%	12%	0.6	-1%	0%	-4%	0%	/
CC(NS(=O)(=O)c1ccc(Br)cc1F)[C@H](O)c1ccccc1 (stereo not given in full)	1%	-8%	-3.0	/	5%	1%	-3%	0
CC1CCCCC1NC(=O)CCNS(=O)(=O)c1ccc2c(c1)CCC(=O)N2 (stereo not given)	-1%	8%	-2.0	4%	-6%	-3%	4%	6
COc1cccc(NC(=O)CN(C)C(=O)/C=C/c2ccc(S(=O)(=O)N3CCCCCC3)cc2)c1	-6%	12%	0.2	/	-9%	-13%	-5%	1
COc1cccc(/C=N/Nc2ncc(C(F)(F)F)cc2Cl)c1O	-12%[57.1 µM]	-31%[inhibitor]	-0.4	-3%	23%	0%	-2%	8
COc1cccc(N2CC(C(=O)Nc3nnc(SCC(=O)N4CCOCC4)s3)CC2=O)c1 (stereo not given)	-23%	-3%	1.3	1%	12%	6%	-21%	-24
COC(=O)c1cc(S(=O)(=O)N2CCOCC2)c(Cl)cc1N1CCOCC1	1%	6%	-1.7	2%	9%	8%	-6%	1
COc1ccc(NC(=O)C2CCN(S(=O)(=O)c3ccc4[nH]c(=O)oc4c3)CC2)c(OC)c1	-8%[57.1 µM]	0%	-2.8	4%	-3%	7%	-14%	-1
COC(=O)[C@@]12CCCN1[C@H](c1ccc(-c3ccc(Cl)c(Cl)c3)cc1)[C@H]1C(=O)N(C)C(=O)[C@H]12	4%	3%	0.3	-4%	6%	-3%	7%	0
CCn1c(=S)sc2c(=O)n(CC(=O)Nc3cccc(Br)c3)c(C)nc21	1%	-13%	-2.3	-1%	14%	-5%	6%	-1
CCOC(=O)c1ccc(NC(=O)C2(N3C(=O)c4ccccc4C3=O)CCCC2)cc1	-7%	12%	2.7	/	6%	-1%	5%	-1
CCCCOc1ccc(S(=O)(=O)N2CCN(c3ccc(N4CCN(CC)CC4)nn3)CC2)cc1	7%	-4%	1.5	2%	9%	8%	-1%	1
CC(C)Oc1ccc(F)cc1-c1cc(C(=O)NCc2ccc(C(F)(F)F)cc2)[nH]n1	1%	-3%	-1.5	/	?	?	-16%	0
CCOc1ccc(C(=O)NCc2ccco2)cc1Cl	3%	-1%	2.4	-1%	-11%	13%	-1%	-4
COC(=O)CN(c1ccc(Cl)cc1C)S(C)(=O)=O	8%	3%	-2.6	3%	-26%	-19%	-16%	0
O=C(Oc1ccc(=O)n(-c2ccccc2)n1)c1ccccc1	-9%	-2%	1.4	-5%	-11%	-23%	?	5
COCCN1C[C@@H](CO)O[C@@H](n2cnc3c(NCc4ccc(F)cc4)ncnc32)C1	-1%	5%	0.8	/	5%	-3%	4%	-1
COc1cccc(CNC(=O)[C@@H]2CCCN2C(=O)[C@@H]2CCCN2)c1	4%	?	-1.8	/	13%	-15%	-12%	2

Grouped by structure: the entries above containing an NH in an aromatic ring (two)
SMILES	WRN helicase inh	EPAC1 agonist	CCT modulator	MmCpn inh	EPAC2 antagonist	EPAC1 antag	PLK1 PBD inh	PI5P4K alpha inh
COc1ccc(NC(=O)C2CCN(S(=O)(=O)c3ccc4[nH]c(=O)oc4c3)CC2)c(OC)c1	-8%[57.1 µM]	0%	-2.8	4%	-3%	7%	-14%	-1
CC(C)Oc1ccc(F)cc1-c1cc(C(=O)NCc2ccc(C(F)(F)F)cc2)[nH]n1	1%	-3%	-1.5	/	?	?	-16%	0

Further compounds follow:
SMILES	WRN helicase inh	EPAC1 agonist	CCT modulator	MmCpn inh	EPAC2 antagonist	EPAC1 antag	PLK1 PBD inh	PI5P4K alpha inh
O=C(CN1CCN(c2ccccc2O)CC1)NC(=O)NC1CCCC1	-3%	0%	-0.1	-5%	6%	-4%	-13%	6
CC1CN(C(=O)CN2C(=O)NC(C)(c3ccccc3)C2=O)CC(C)O1 (stereo not given)	5%	3%	-7.0	-1%	5%	-5%	-4%	/
COc1ccc([C@H]2CC(=O)C[C@@H](CCn3cc(CCc4ccccc4)nn3)O2)cc1	-3%	-1%	-1.9	/	0%	-7%	-1%	-3
CCn1nnc(NC(=O)c2ccc([N+](=O)[O-])o2)n1	-8%	-2%	-4.2	-1%	7%	23%	-6%	-5
COc1ccc(N(CC(=O)Nc2cccc(N(C)S(C)(=O)=O)c2)S(=O)(=O)c2ccccc2)cc1Cl	-7%	17%	-1.0	1%	-9%	-16%	-8%	1
CC(=O)Nc1ccc(-c2ccnc3c2CC(C(=O)NCC2CCOCC2)O3)cc1 (stereo not given)	-5%	0%	0.7	/	-8%	-12%	-13%	7
Cc1ccc(OCCn2cncn2)c([N+](=O)[O-])c1	6%	-7%	-4.9	-6%	15%	9%	-1%	1
COc1ccc(NC(=S)N2CCN(C/C=C/c3ccccc3)CC2)cc1OC	8%	7%	-1.8	0%	-2%	8%	-3%	0
COc1ccc(/C=N/n2c(C)nnc2C)c(OC)c1OC	-9%	-4%	1.2	0%	2%	-4%	-8%	3
O=C(c1cc(COc2cccc3cccnc23)on1)N1CCC[C@H]1CO	-1%	4%	1.7	/	-6%	-7%	-4%	-3
CCOC(=O)[C@H]1[C@H]2COc3ccc(Cl)cc3[C@@H]2N2C(=O)CN(CC3CCCO3)C(=O)[C@@]12C (stereo not given in full)	2%	-5%	0.5	1%	-9%	2%	5%	-2
Cc1cc2c(cc1[N+](=O)[O-])NC(CNC(C)C)CC2 (stereo not given)	16%	0%	2.7	3%	6%	8%	-2%	1
O=C(NNC(=O)c1cc2c(s1)CCCC2)c1ccccc1	-2%	6%	2.0	-1%	6%[57.1 µM]	-14%	-11%	0
CC1(C)CC(=O)C(C=NCC2CCNCC2)=C(O)C1	-7%	9%	-2.0	0%	1%	-14%	-7%	2
CCOC(=O)CN1C(=O)/C(=C2\SC(=S)N(NC(=O)c3cccnc3)C2=O)c2ccccc21	3%	6%	0.5	-5%	1%	-25%	-7%	-4
COc1ccc2nc(NC(=O)CNS(=O)(=O)c3cccs3)sc2c1	-13%	11%	-3.0	1%	-9%	-2%	-12%	/
COc1ccc(-n2nc3c(c2NC(=O)CCl)CSC3)cc1	6%	-3%	-1.2	-2%	8%	?	-24%	-16
Cc1[nH]n(-c2nc(-c3ccc(Cl)cc3)cs2)c(=O)c1N=Nc1ccc(O)cc1	2%[57.1 µM]	8%	0.5	1%	0%	-20%	-2%	-27
O=C(c1cn(-c2ccc(Cl)c(Cl)c2)nn1)C1CC1	2%	4%	-1.7	2%	0%	19%	5%	-2
O=S1(=O)CC(N2CCN(CCO)CC2)CN1Cc1cn(Cc2ccc(Cl)cc2)nn1 (stereo not given)	-3%	-5%	-0.4	/	1%	-10%	-5%	-2
COc1ccc(-c2noc(N3CCC(C(=O)NCc4ccc(F)cc4)CC3)n2)cc1	1%	-12%	1.1	-1%	-22%	-3%	0%	2
NC(=O)C1CCN(C(=O)c2ccc3nc(N4CCCCC4)sc3c2)CC1	2%	3%	-1.6	0%	3%	-9%	0%	-2
CCC(C)NC(=O)c1[nH]c(C)c(C(=O)OC)c1C (stereo not given)	-10%	-4%	-3.4	3%	-4%	-3%	-11%	-11
Cc1ccc(NC(=O)C2=C(c3ccccc3)S(=O)(=O)CCS2(=O)=O)cc1	22µM*	-10%	-0.8	-7%	-7%	?	6µM*	-14
COc1ccc(C(=O)Nc2nnc(S(=O)(=O)N(C)Cc3ccccc3)s2)cc1	-4%	18%	0.1	-1%	4%	-21%	-3%	-4
COCCNc1nc(Oc2ccc(CC(=O)OC)cc2)c2sc(-c3ccccc3)cc2n1	-3%	3%	-0.2	/	-3%	-10%	5%	23
CCNc1nc(NCC)n2c(SCC(=O)Nc3ccccc3OC(F)F)nnc2n1	-30%	3%	-2.7	1%	-4%	-4%	-11%	10
COc1ccccc1Nc1nc2cc(C)ccc2cc1C#N	-2%	-7%	-1.5	1%	12%	4%	-3%	9
COCC(=O)N(Cc1cc2cc(OC)ccc2[nH]c1=O)c1ccccc1OC	-4%	3%	1.0	-1%	22%[57.1 µM]	4%	-2%	6
Cc1[nH]c2ccccc2c1C(=O)COC(=O)c1cccc(S(=O)(=O)N2CCCCC2)c1	-4%	-3%	0.8	-6%	-2%	-13%	4%	0
CN(C)N1C(N)=C(C#N)C(c2ccccc2)C2=C1CCCC2=O (stereo not given)	9%[57.1 µM]	2%	-5.4	-3%	-4%	-4%	-13%	2
COc1ccc(-c2nnc(SCC(=O)N3CCOCC3)o2)cc1	-4%	0%	-0.1	1%	11%[57.1 µM]	9%	-10%	-9
Cc1cc(C(F)(F)F)n2ncc(-c3ccccc3)c2n1	2%	-2%	0.1	0%	8%	5%	?	-3
Nc1cc(N)nc(SCC(=O)N2CCN(S(=O)(=O)c3ccccc3)CC2)n1	4%	5%	0.7	0%	-4%	-28%	?	-4
CCOc1ccccc1NC(=O)Nc1cc(S(=O)(=O)N(C)C)ccc1C	2%	-3%	0.3	0%	11%	8%	2%	-2
O=C(Nc1ccccc1)c1nc[nH]c1C(=O)NCCNC(=O)c1[nH]cnc1C(=O)Nc1ccccc1	-24%	-8%	-3.8	0%	7%	-8%	2%	0
COc1ccc(NC2=NC(=S)N(c3ccc(C)cc3)C23CCCCC3)cc1	2%	6%	0.3	1%	0%	12%	-1%	-1
CCOC(=O)C1=CN(Cc2ccco2)S(=O)(=O)N(CC)C1c1ccc(F)c(Cl)c1 (stereo not given)	-12%	-8%	-1.5	0%	-15%	-1%	-22%	-15

Screening results: PubChem BioAssay, National Center for Advancing Translational Sciences (NCATS)
